Shn3 inh set2: inhibitors of Schnurri-3 3'UTR reporter in osteoblasts; inhibition, % at 12.5 µM; Clone20 osteoblast Shn3 3'UTR firefly luciferase, 24 h; AID 588674; actives 0.52% (n = 360,000);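 active = mean inhibition of at least 75% with every replicate also reaching 75%; inconclusive = mean inhibition at least 75% but some replicate below; inactive = mean inhibition below 75%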;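 note: 0% = median of neutral control wells and 100% = pilot-screen positive control compound; some compounds past the cut are filed as inactive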
Vif imaging: blocks HIV Vif function | AID 602346 | actives 0.35% (n = 340,000) | HEK293T cells, Vif self-association by quenched fluorescence, imaging, 24 h | inhibition, % at 7.49 µM; in the data active = inhibition above about 50%, passing the limit was not always enough; inconclusive = no clear call, values can overlap the other calls; inactive = below about 31%; note: some results filed as inactive read as strong as hits
NR2E3 ag-1: human photoreceptor-specific nuclear receptor agonism; Q9Y5X4; CHO-S Gal4-NCOR/VP16-NR2E3 two-hybrid, luciferase; inhibition of corepressor binding, % at 3.98 µM; actives 0.35% (n = 360,000); AID 602229;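 active = inhibition above the mean of all tested compounds plus 3 SD, cut at about 70% in these data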;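 note: 0% = DMSO with NR2E3 transfected cells and 100% = cells lacking NR2E3 construct; higher means lower luciferase signal from less NR2E3 corepressor binding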
Target sequence (Q9Y5X4 whole entry, looked up, the tested form may be a part): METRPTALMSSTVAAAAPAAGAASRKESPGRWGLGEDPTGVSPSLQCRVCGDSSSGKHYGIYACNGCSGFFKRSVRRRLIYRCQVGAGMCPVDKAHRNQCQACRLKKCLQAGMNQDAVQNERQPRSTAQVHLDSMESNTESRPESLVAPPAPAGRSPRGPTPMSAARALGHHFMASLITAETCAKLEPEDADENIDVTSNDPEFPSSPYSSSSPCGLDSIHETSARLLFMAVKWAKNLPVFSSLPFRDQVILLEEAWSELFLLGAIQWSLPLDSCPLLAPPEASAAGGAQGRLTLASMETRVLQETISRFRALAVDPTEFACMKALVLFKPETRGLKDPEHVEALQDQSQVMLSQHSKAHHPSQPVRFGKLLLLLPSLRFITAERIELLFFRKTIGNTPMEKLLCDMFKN
MITF TRPM1 inh: reduces MITF-dependent TRPM1 promoter luciferase signal; SK-MEL-5 TRPM1 promoter luciferase, 24 h; inhibition, % at 12.5 µM; actives 0.83% (n = 330,000); AID 488899;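 active = mean inhibition across replicates of 60% or more, whatever share of single replicates reaches that level; inconclusive = some that reach 60%, reason not given; inactive = mean inhibition across replicates below 60%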; note: values of inactives mirror those of a sister screen read the other way
CaV13 FRET inh: Disruptors of the CACNA1D IQ motif to Ca2+-dependent inactivation inhibitor domain association, primary screening, Förster resonance energy transfer in intact living …; actives 0.098% (n = 340,000); inhibition, % at 12.3 µM; HEK cells, CFP/YFP FRET ICDI-IQ, plate reader, 10 min; percent FRET-ratio fall versus neutral wells; AID 743397;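 active = mean replicate inhibition of at least 30% and at least 1% of replicates passing that level; inconclusive = only one of the two criteria is met; inactive = neither criterion is met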;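 note: 0% = median of the neutral control wells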
PDI turbidity: blocks human protein disulfide isomerase activity | inhibition, % at 10 µM | AID 588391 | PDI insulin aggregation turbidity, A650, 90 min | actives 0.052% (n = 350,000) | P07237;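 active = mean inhibition across replicates of 30% or more, whatever share of single replicates reach that level; inconclusive = mean inhibition below 30% while every single replicate reaches 30%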;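 note: absorbance from insulin aggregation driven by PDI reduction with DTT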
Target sequence (P07237 whole entry, looked up): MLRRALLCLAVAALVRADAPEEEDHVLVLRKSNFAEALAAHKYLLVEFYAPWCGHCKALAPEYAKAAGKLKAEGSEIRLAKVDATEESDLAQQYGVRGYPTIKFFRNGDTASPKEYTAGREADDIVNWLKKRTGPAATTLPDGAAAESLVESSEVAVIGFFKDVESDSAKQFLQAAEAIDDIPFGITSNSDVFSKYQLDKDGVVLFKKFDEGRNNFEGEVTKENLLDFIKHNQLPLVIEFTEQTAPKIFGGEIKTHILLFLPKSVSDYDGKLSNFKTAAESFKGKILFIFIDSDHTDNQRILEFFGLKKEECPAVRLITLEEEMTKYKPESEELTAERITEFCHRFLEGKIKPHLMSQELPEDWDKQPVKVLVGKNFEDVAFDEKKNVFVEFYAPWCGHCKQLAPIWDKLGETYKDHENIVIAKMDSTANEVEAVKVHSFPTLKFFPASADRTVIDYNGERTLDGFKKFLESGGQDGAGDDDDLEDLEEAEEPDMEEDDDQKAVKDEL
HIF-2a block: blocks HIF-2a reporter activity; actives 0.72% (n = 360,000); AID 624352; 786-0 RCC cells HIF-2a reporter, luciferase luminescence, overnight; inhibition, % at 18.8 µM;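 active = inhibition of the luminescence signal of 40% or more relative to plate controls, in a single-dose primary screen at 18.75 µM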
Peg3 promoter: inhibitors of Peg3 promoter; inhibition, % at 20 µM; actives 1.7% (n = 360,000); AID 588405; HeLa PEG-Prom luciferase reporter, luminescence, overnight;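 active = inhibition of at least 50% at 20 µM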
CF NFkB block: blocks PAF-induced NF-kB reporter in cystic fibrosis cells; inhibition, % at 5 µM; KKLEB NF-kB-GFP reporter, GFP fluorescence overnight; actives 0.86% (n = 360,000);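 active = at least 50% inhibition at 5 µM, scaled per plate between neutral and stimulator controls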;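 note: PAF is a Pseudomonas aeruginosa culture filtrate used as stimulus; plate controls were PAF-stimulated DMSO wells for no effect and unstimulated DMSO wells for full effect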
NR2E3 ag-2: NR2E3 (human) agonism; Q9Y5X4; GST-NR2E3/biotin-RetCOR TR-FRET, 1536-well; inhibition of corepressor binding, % at 4.78 µM; actives 0.12% (n = 320,000); AID 2300;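 active = percent inhibition above the cutoff of mean plus 3 SD of all tested compounds, set per screening campaign, cut at about 20% in these data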;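 note: 0% = DMSO wells and 100% = biotin wells as full block of FRET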
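System: GST-tagged NR2E3 plus biotinylated RetCOR corepressor; Buffer or medium: pH 7.5 Tris-based buffer; Probe or stimulus: RetCOR corepressor, biotinylated, 7 nM; Doses: compound at 4.8 µM, single dose; Schedule: 5 h incubation at 4 °C; Technique: time-resolved FRET; Evaluation: percent inhibition of TR-FRET ratio; Replication: one well per compound, singlicate testing.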
KKLEB cytotox: CF airway cell cytotoxicity counter-screen | KKLEB CF airway cells viability, ATPlite luminescence, overnight; hits give low values; cells stimulated with P. aeruginosa culture filtrate | activity change (cytotoxicity), % at 5 µM | actives 0.36% (n = 360,000) | AID 602141;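 active = corrected activity change at or below -50% at 5 µM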
* = called active by the depositor; u = inconclusive; x = not tested or not shown; & = joins results of further samples.

SMILES | Shn3 inh set2 | Vif imaging | NR2E3 ag-1 | MITF TRPM1 inh | CaV13 FRET inh | PDI turbidity | HIF-2a block | Peg3 promoter | CF NFkB block | NR2E3 ag-2 | KKLEB cytotox
O=C(COc1ccccc1F)N1CCCc2ccccc21 | 3 | 4 | -12 | -13 | 4 | -3 | -49 | -12 | -12 | 4 | 8
CCc1nnc(NC(=O)c2c(-c3ccccc3)noc2C)s1 | -3 | -5 | -34 | -4 | -6 | 0 | 5 | 12 | -21 | 4 | -25
CC(=O)N1CCc2cc(S(=O)(=O)CCC(=O)N3CCN(c4ccccc4)CC3)ccc21 | 6 | -7 | 11 | 7 | -7 | 6 | 3 | 5 | -14 | 2 | -8
CC(C)NC(=O)CCCN1C(=O)c2ccccc2Sc2ncccc21 | -18 | 6 | -1 | -1 | -21 | 4 | 14 | 5 | 10 | 2 | -4
Cc1ccc(NC(=S)N2CCN(CCN3C(=O)c4cccc5cccc(c45)C3=O)CC2)cc1 | 32 | -11 | 17 | 18 | -5 | -12 | 7 | 14 | -62 | -2 | 10
COc1cccc(CN2CCC2(C)C(=O)Nc2ccc(C)c(O)c2)c1F (configuration not stated) | 13 | -16 | 10 | x | -5 | -7 | -66 | 3 | 7 | x | 11
O=C1NC(=S)N/C1=C/c1cccn1-c1ccc([N+](=O)[O-])cc1 | -9 | 7 | -5 | 14 | -3 | 0 | 16 | 31 | -7 | 5 | 7
O=C(CN1C(=O)COc2ccccc21)NCCCN1CCN(Cc2ccccc2)CC1 | -1 | 8 | -24 | 13 | -4 | 0 | 8 | 4 | -6 | 5 | 12
COc1cc(NC(=O)COC(=O)C2CC2)c(C)cc1[N+](=O)[O-] | 11 | x | -7 | -3 | -8 | 8 | 12 | 5 | -3 | 1 | 8
Cc1ccc(S(=O)(=O)N2CCCCC2CCNC(=O)C(=O)NCC2CCCO2)cc1 (configuration not stated) | -8 | -9 | -12 | -3 | -6 | -1 | 19 | 12 | -6 | -5 | -3

As entered above.
O=C1NC(=S)N/C1=C/c1cccn1-c1ccc([N+](=O)[O-])cc1 in MITF TRPM1 inh = 14
COc1cc(NC(=O)COC(=O)C2CC2)c(C)cc1[N+](=O)[O-] in HIF-2a block = 12

Continued.
SMILES | Shn3 inh set2 | Vif imaging | NR2E3 ag-1 | MITF TRPM1 inh | CaV13 FRET inh | PDI turbidity | HIF-2a block | Peg3 promoter | CF NFkB block | NR2E3 ag-2 | KKLEB cytotox
COc1cccc(CNC(=O)CN2C(=O)c3ccccc3S2(=O)=O)c1 | 4 | 5 | 14 | 0 | -13 | 7 | -1 | -2 | -20 | 1 | 2
O=C(NC1CCCC1)c1ccc(COCC(F)(F)F)o1 | -12 | u | 8 | 12 | -9 | -24 | 10 | 8 | 8 | 1 | 11
CN(C)C(=O)CCc1ccc2c3c([nH]c2c1)[C@]1(C)[C@@H](C(=O)N2CCOCC2)C[C@H](CC(=O)NCc2ccco2)C(=O)N1CC3 | -8 | 6 | -10 | -10 | -6 | 1 | -2 | -7 | -11 | x | 2
CCOC(=O)C(NC(=O)CC)(Nc1ccc(S(N)(=O)=O)cc1)C(F)(F)F (configuration not stated) | -4 | x | -28 | 12 | -5 | 5 | 10 | -4 | -1 | -5 | -1
C/C(=N\NS(=O)(=O)c1ccc(Cl)cc1)c1ccc(NC(=O)c2ccco2)cc1 | -25 | -6 | -73 | -43 | -5 | -2 | -80 | -69 | -14 | 2 | 7
CS(=O)(=O)Nc1cccc(C2=NN(S(C)(=O)=O)C(c3ccc4c(c3)OCO4)C2)c1 (configuration not stated) | 6 | 0 | -31 | -4 | -5 | 7 | -167 | -124 | -2 | 0 | -6
O=C(/C=C/c1ccccc1)NCCOc1ccccc1 | -8 | 6 | -93 | -47 | -17 | 8 | -184 | -198 | 13 | 3 | -8
Cc1ccc(NC(=O)CCC(=O)NNC(=O)Nc2cccc(Cl)c2)c(C)c1 | -6 | x | 2 | 5 | -2 | 3 | 5 | 24 | -32 | 5 | 0
O=S(=O)(c1cc(Cl)cc(Cl)c1)N1CCCC1c1nc2ccccc2s1 (configuration not stated) | 8 | -5 | -5 | 8 | -6 | 2 | 8 | 17 | 2 | 3 | -10
O=C1c2ccccc2C(O)(c2ccccc2)N1c1ccc([N+](=O)[O-])cc1Cl (configuration not stated) | 7 | 0 | -23 | 0 | -5 | 11 | 22 | 16 | 22 | x | 28
CS(=O)(=O)c1cccc(-c2nnc(NC(=O)c3ccc(S(=O)(=O)N4CCCC4)cc3)o2)c1 | -10 | -3 | -15 | 3 | -6 | 1 | 7 | 5 | -8 | 0 | 8
O=c1c(Cl)c(N2CCN(c3ccc(F)cc3)CC2)cnn1C12CC3CC(CC(C3)C1)C2 | 1 | -18 | 64 | 7 | -3 | 9 | 28 | 15 | 10 | 1 | 5
Cc1cccc(-c2noc(-c3c(C)noc3C)n2)c1 | 1 | 42 | -30 | x | -12 | 3 | -80 | -71 | -18 | 1 | 7
COc1cc2c(cc1OC)CN(C(=O)c1ccc(S(=O)(=O)N(C)c3ccccc3)cc1)CC2 | 28 | -42&-6 | 14 | 6 | -9 | -2 | -8 | 14 | 23 | 6 | -18
CCC1(c2ccc(F)cc2)NC(=O)N(CC(=O)Nc2cccc(S(=O)(=O)N3CCOCC3)c2)C1=O (configuration not stated) | -14 | 10 | -2 | -1 | -16 | 2 | 15 | -7 | 10 | x | -27
CCN1CCN(Cc2nc(N)nc(Nc3ccc(C)c(C)c3)n2)CC1 | -9 | 26 | -2 | 3 | -4 | 0 | 10 | -9 | -4 | 2 | 2
CNC(=O)c1ccc(N(Cc2ccccc2C)S(C)(=O)=O)cc1 | 10 | 1 | 12 | -8 | -3 | -15 | 11 | 8 | 4 | -1 | 5
CCCCN(CC)Cc1c(O)ccc2c3c(c(=O)oc12)CCC3 | -7 | -5 | -19 | -7 | 7 | -3 | 1 | 12 | -8 | 6 | -3
Cc1cnc(C(=O)OCC(=O)NC(=O)c2ccccc2)cn1 | -1 | 7 | 4 | 2 | -13 | 5 | 5 | -10 | -20 | 3 | 9
COc1cccc(/C=C2\SC(N3CCC(C)CC3)=NC2=O)c1OC | -8 | -21 | -50 | -20 | -5 | 2 | -133 | -86 | 16 | 0 | -7
O=C(C1CCC(CNS(=O)(=O)c2cccs2)CC1)N1CCCCC1 (configuration not stated) | 10 | 1 | -9 | 1 | x | -2 | 10 | 4 | -6 | 0 | 0
CC(NC(=O)CCN1C(=O)c2ccccc2C1=O)c1ccc2c(c1)CCCC2 (configuration not stated) | 15 | 5 | -8 | 10 | -2 | -8 | 12 | -6 | 4 | 3 | 1
CC(CCc1ccccc1)NC(=O)CCNC(=O)Cn1ccc2ccccc2c1=O (configuration not stated) | 1 | -1 | 15 | 12 | -7 | -1 | 11 | 5 | -3 | -1 | 1
COc1ccc(C2c3[nH]c4ccccc4c3C[C@H]3C(=O)N(CCCO)CC(=O)N23)cc1OC (some centres not stated) | 1 | x | -26 | 8 | -20 | 10 | 15 | 9 | 4 | -1 | -1
COc1ccccc1NC(=O)c1nnn(CC(=O)Nc2cc(C)cc(C)c2)c1N | 12 | 12 | 0 | -11 | -3 | -1 | -14 | 16 | 12 | 2 | -15
COc1ccc(-c2nc3ccccc3c(=O)n2CCOc2ccc(C)cc2C)cc1 | -5 | 4 | 16 | -7 | -6 | 3 | 5 | -54 | -6 | 2 | -1
O=C(CSc1nnc(-c2cccc(F)c2)o1)NC1CCCC1 | -6 | 6 | -64 | -3 | -3 | -3 | -29 | -29 | -16 | x | 9
CCNC(=O)C(CCSC)NS(=O)(=O)c1ccc(C)cc1 (configuration not stated) | 5 | -2 | 1 | -10 | 0 | 4 | 10 | -2 | -10 | -2 | 3
O=C(NC1CCN(c2ncccn2)CC1)c1ccccc1Cl | 10 | 9 | 12 | 1 | -20 | -4 | 11 | -5 | -13 | -3 | 20
CN(C)P(=NC(=O)COc1ccc(Cl)cc1Cl)(N(C)C)N(C)C | -10 | 3 | -19 | -2 | -8 | -1 | 11 | 21 | -11 | 4 | 4
COc1ccnc(CSC(N)=Nc2ccccc2OC)c1 | -5 | -8 | -20 | 10 | x | 2 | -35 | -3 | -1 | -3 | 6
CCOC(=O)N1CCN(Cc2nc3c(c(=O)[nH]c(=O)n3C)n2CCCc2ccccc2)CC1 | 8 | x | -18 | -6 | -7 | 1 | 11 | 16 | 7 | -3 | -1
Cc1cc(O)c(-c2cc(C(=O)Nc3sc4c(c3C(=O)NCc3ccco3)CCC4)[nH]n2)cc1C | 18 | -3 | -8 | -3 | -4 | -2 | 3 | 17 | 2 | 1 | 5
CC12CN3CC(C)(CN(C1)C3c1cc(Br)ccc1O)C2=O (configuration not stated) | -7 | 9 | -15 | 3 | x | 11 | 15 | 9 | -5 | 0 | -3
COc1ccc(OC)c(CNC(=O)CCNC(=O)Cn2ccc3ccccc3c2=O)c1 | 7 | 10 | -2 | 4 | -3 | 0 | 12 | 3 | -2 | -4 | 4
COc1cc2c(cc1OC)C(Nc1ccccc1)=NC(C)(C)C2 | -10 | -8 | 12 | -7 | -3 | 7 | 19 | 5 | 4 | 0 | 0
O=C(Nc1sc2c(c1C(=O)O)CCCC2)c1cccs1 | -61 | -7 | -120 | -37 | -5 | 7 | -174 | -97 | 9 | -2 | 1
CC(C)CCOc1ccc(Cl)cc1CN1CCOCC1 | 4 | 2 | -18 | -13 | x | 0 | -48 | -37 | -19 | 3 | 10
Cc1cn([C@H]2C[C@H](O)[C@@H](CNCc3ccc(N4CCN(C)CC4)cc3F)O2)c(=O)[nH]c1=O | 4 | 11 | 10 | x | -5 | 9 | 3 | 9 | -2 | x | -4
COc1ccccc1N(CC(=O)NCCN1CCOCC1)S(=O)(=O)c1ccc(C)cc1 | 16 | -3 | -1 | -1 | -4 | 0 | 3 | 1 | 27 | -1 | -24
CC1CCC(NC(=O)COC(=O)CNC(=O)c2ccc3ccccc3c2)CC1 (configuration not stated) | -5 | 23 | -3 | 0 | -5 | -8 | 8 | -2 | 21 | 1 | -15
Cc1ncn(C23CC4CC(CC(O)(C4)C2)C3)n1 | -8 | 12 | 0 | 0 | -6 | 9 | 9 | -6 | -5 | 1 | 10
Cc1ccc(C)c(NC(=O)C2CC(=O)N(C3CCCCC3)C2)c1 (configuration not stated) | -12 | -7 | -22 | 10 | -18 | 5 | 15 | -12 | -13 | 8 | 1
COc1cc(/C=N/Nc2nc(C)nc3c2cnn3-c2ccccc2)ccc1O | -9 | -7 | -54 | 3 | 5 | -2 | -129 | 33 | -34 | x | -9

Screens (PubChem)
